# Screening results (PubChem BioAssay)
# STK33 kinase inh – inhibitors of purified STK33 kinase, primary screen, biochemical, ADP-Glo luminescence, homogeneous, cell-free. 320,000 compounds, 0.073% hits. MBP phosphorylation. inhibition, % at 10 µM;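 active = inhibition at or above 25%, using the most active replicate where run in duplicate; inactive = inhibition below 25%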
# Target sequence (Q9BYT3 whole entry, looked up): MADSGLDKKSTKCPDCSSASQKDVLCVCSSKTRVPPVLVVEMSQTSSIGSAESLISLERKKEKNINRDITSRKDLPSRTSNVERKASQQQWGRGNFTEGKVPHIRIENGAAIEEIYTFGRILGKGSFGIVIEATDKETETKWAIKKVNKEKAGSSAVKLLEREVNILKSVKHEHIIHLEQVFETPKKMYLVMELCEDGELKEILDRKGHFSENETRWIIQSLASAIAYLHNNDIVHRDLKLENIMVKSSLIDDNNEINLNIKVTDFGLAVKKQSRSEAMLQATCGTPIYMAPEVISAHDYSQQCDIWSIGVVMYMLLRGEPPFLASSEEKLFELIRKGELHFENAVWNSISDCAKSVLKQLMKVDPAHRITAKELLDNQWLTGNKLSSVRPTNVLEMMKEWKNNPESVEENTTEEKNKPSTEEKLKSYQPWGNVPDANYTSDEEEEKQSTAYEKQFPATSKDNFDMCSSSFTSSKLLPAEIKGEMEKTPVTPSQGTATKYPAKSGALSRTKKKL
# CHT inh – inhibitors of human choline transporter CHT. High affinity choline transporter 1 (Homo sapiens), Q9GZV3. CHT-expressing cells, membrane potential dye, choline response; active compounds read low. B-score at 10 µM. 310,000 compounds, 0.86% hits;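 active = B-score over 3 SD under the library average, and starting fluorescence ratio not unusually high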;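 also: choline stimulus applied at its EC90 after an EC20 pre-addition; B-score computed on integrated fluorescence ratio after choline addition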
# Target sequence (Q9GZV3 whole entry, looked up): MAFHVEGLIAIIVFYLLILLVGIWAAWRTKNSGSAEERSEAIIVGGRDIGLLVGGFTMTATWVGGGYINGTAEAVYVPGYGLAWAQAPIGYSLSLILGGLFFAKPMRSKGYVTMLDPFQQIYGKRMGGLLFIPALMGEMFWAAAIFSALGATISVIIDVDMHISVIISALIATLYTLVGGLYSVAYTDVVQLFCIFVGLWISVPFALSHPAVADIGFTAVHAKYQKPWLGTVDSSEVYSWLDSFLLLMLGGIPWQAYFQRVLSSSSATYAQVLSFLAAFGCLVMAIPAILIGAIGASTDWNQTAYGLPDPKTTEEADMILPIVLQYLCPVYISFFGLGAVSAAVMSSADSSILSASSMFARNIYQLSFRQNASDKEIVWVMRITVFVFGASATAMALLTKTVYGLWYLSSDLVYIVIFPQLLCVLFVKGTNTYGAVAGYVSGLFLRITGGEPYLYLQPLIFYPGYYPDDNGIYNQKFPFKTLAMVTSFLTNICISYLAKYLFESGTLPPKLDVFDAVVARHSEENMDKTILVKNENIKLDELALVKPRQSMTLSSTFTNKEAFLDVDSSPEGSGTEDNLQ
# CHT PAM – CHT positive allosteric modulators, primary screen, cell-based, membrane potential dye, choline EC20. High affinity choline transporter 1 (Homo sapiens), Q9GZV3. 310,000 compounds, 0.49% hits. CHT-expressing cells; active compounds read high; LV-AA mutant CHT in HEK293 cells. B-score at 10 µM;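 active = initial fluorescence not abnormally high and integrated response B-score, plate-corrected, over 3 SD above library mean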
# Active calls of the source: *; i = inactive; · = not tested or not shown. This is a random part of the collection, and some 1.5% of all compounds hit somewhere here.
entry	SMILES	STK33 kinase inh	CHT inh	CHT PAM
1	Cc1cccc(S(=O)(=O)Nc2nc3ccccc3nc2Nc2ccc3c(c2)OCO3)c1	-1.9	i	i
2	CN(C)CCCNC(=S)NCc1ccc(Cl)cc1	-1.0	i	i
3	N#Cc1ccc(NCC(=O)Nc2ccc3c(c2)OCCO3)cc1	0.1	i	i
4	Cc1ccc(C(=O)N/N=C\c2ccc[nH]2)cc1[N+](=O)[O-]	4.1	i	i
5	O=C(COC(=O)c1ccc(Cl)c(S(=O)(=O)NCc2ccccc2)c1)NCC1CCCO1 (stereo not given)	-1.6	i	i
6	CCOc1cc(Br)c(Br)c(C=Nc2ccc(NC(C)=O)cc2)c1O	-1.2	i	i
7	COc1cccc(OC)c1C(=O)NC(=S)N1CCOCC1	-1.2	i	i
8	COc1ccc(NC(=O)CSc2nnc3ccc(-c4ccncc4)nn23)cc1	-0.6	i	i
9	CC(=O)Nc1ccc(OCC(=O)NCc2ccc(C)cc2)cc1	-1.4	i	i
10	O=C(NC1CC1)c1cc(OCC(F)(F)F)ccc1OCC(F)(F)F	-2.8	i	i
11	COc1cc(CNCCO)cc(Cl)c1OCc1ccc(Cl)cc1Cl	0.1	i	i
12	COc1cc(NC(c2ccccc2)c2ccccc2)cc(OC)c1OC	1.1	i	i
13	CCC1(c2ccccc2)NC(=O)N(CC(=O)Nc2ccc(Cl)c(S(=O)(=O)N3CCCCC3)c2)C1=O (stereo not given)	-0.7	i	i
14	O=C(c1cc(=O)c2ccccc2o1)N(Cc1ccccc1)C1CCS(=O)(=O)C1 (stereo not given)	·	i	i
15	CCc1noc(C)c1C(=O)N1CCN(S(=O)(=O)c2ccc(C)cc2)CC1	-2.3	i	i
16	C=Cc1ccc(N=Cc2c(O)ccc3ccccc23)cc1	3.3	i	i
17	COc1ccc(N2CS(=O)(=O)/C(=C/N(C)C)C2=O)cc1	0.4	i	i
18	OCCC1CN(Cc2cccc(F)c2F)CCN1CCc1ccccc1 (stereo not given)	-0.8	i	i
19	CC1=C(C(=O)OCC2CCCO2)C(c2cccc(O)c2)NC(=O)N1 (stereo not given)	-0.7	i	i
20	O=C(COc1c(Br)cc(Br)c2cccnc12)N1CCc2ccccc2C1	-0.9	i	i
21	COCCCNC(=O)/C(C#N)=C/c1ccc(F)cc1	0.0	i	i
22	CN(Cc1ccccc1)C(=O)c1ccc(NC(=O)c2ccccc2)cc1	-0.6	i	i
23	Cc1cc(-c2ccccc2)nc(N/N=C/c2ccc(O)cc2O)n1	2.8	i	i
24	CCn1c(-c2ccccc2Cl)nn(CC(=O)Nc2ccccc2OC)c1=S	-1.5	i	i
25	COc1ccc(O)c(CN2CCN(CCCc3ccccc3)C(CCO)C2)c1 (stereo not given)	0.9	i	i
26	Cc1cc(Oc2ccc(=O)n(C)n2)nc(=S)[nH]1	-2.2	i	i
27	Cc1cc(N2CCN(S(=O)(=O)c3ccccc3)CC2)c2ccccc2n1	-0.4	i	10.1*
28	O=C(CN1C(=O)c2ccccc2S1(=O)=O)c1ccccc1F	-0.6	i	i
29	COC(=O)COc1cccc(NC(=O)c2cccs2)c1	0.9	i	i
30	CCCCNC(=S)N(C)/N=C/c1sc(N2CCCCC2)nc1-c1cccs1	-1.0	i	i
31	CCCN(CC(=O)Nc1ccccc1OC)C(=O)c1ccncc1	-0.5	i	i
32	CCOc1ccccc1NC(=O)Nc1ccc(CC#N)cc1	-0.1	i	i
33	CC1(C)CN(c2ccccc2)N(Cc2ccc(F)cc2)C1=O	-0.6	i	i
34	CCC(C)(C)n1nnnc1C(c1ccc(O)c(OC)c1)N1CCc2ccccc2C1 (stereo not given)	0.1	i	i
35	CCC(=O)N/C(=N/c1nc(C)cc(C)n1)Nc1cccc(OC)c1	-2.8	i	i
36	CCC1=C(c2ccc(C)cc2)S(=O)(=O)N=C1N1CCC(C(=O)NCCCN2CCCCC2C)CC1 (stereo not given)	0.6	i	i
37	CCCn1c(=O)c(C(=O)NCCc2ccc(OC)c(OC)c2)c(O)c2ccccc21	0.3	i	i
38	CCCn1c(SCC(=O)NCc2ccccc2Cl)n[nH]c1=O	-0.8	i	i
39	CCC1CCCCN1C(=O)Cn1c(=O)n(CCCC(=O)NCc2ccco2)c(=O)c2sccc21 (stereo not given)	-0.5	i	i
40	CCC(C(=O)NCc1ccc(F)cc1)N(Cc1cccs1)C(=O)c1snc(C(N)=O)c1N (stereo not given)	-1.5	i	i
41	O=c1oc2ccccc2cc1N1CCOCC1	6.6	i	i
42	COc1cc(/C=N/NC(=S)NCCc2ccccc2)cc(OC)c1OC	-0.5	i	i
43	O=C(O)/C=C/c1coc2ccc(F)cc2c1=O	1.8	i	i
44	C/C=C(\C)C(=O)Nc1cccc(C2=NOC3(C2)C[C@@H](C(N)=O)N(C(=O)c2cc([N+](=O)[O-])cc([N+](=O)[O-])c2C)C3)c1 (stereo not given in full)	1.5	i	i
45	Cc1cc(C)cc(C(=O)NC(CC(N)=O)c2ccc(N3CCN(c4ccccn4)CC3)c([N+](=O)[O-])c2)c1 (stereo not given)	15.1	i	i
46	c1cncc(Nc2nc(-c3cccs3)cs2)c1	4.9	i	i
47	N/C(=N\OC(=O)c1ccc(F)cc1)c1ccc(Br)cc1	-3.3	i	i
48	O=C(COc1ccc2ccc(=O)oc2c1)N1CCN(c2ccc(F)cc2)CC1	-0.2	i	i
49	O=C(NCCC1=CCCCC1)c1cccc2c1C(=O)N(C1CCCCC1)C2	-1.1	i	i
50	CC(=O)Nc1cc2c3c(c1)CCC(=O)N3CCC2	0.0	i	i

# (list continues)
entry	SMILES	STK33 kinase inh	CHT inh	CHT PAM
51	COc1cc2c(cc1OC)-c1cc(Nc3ccccc3Br)nc(=O)n1CC2	3.8	i	i
52	S=c1[nH]nc(-c2ccco2)n1-c1ccc(Cl)cc1	1.8	i	i
53	CC(=O)NC(=O)NC1OC(=O)C(Cl)=C1Cl (stereo not given)	-0.7	i	i
54	CCc1ccc(C(=O)NNc2ccccc2F)cc1	-2.3	i	i
55	CCN(CC(=O)N1CCC(C(N)=O)CC1)S(=O)(=O)c1ccc(Cl)cc1	-1.6	i	i
56	C=CCNC(=S)NNC(=O)c1cccn(Cc2ccc(Cl)cc2Cl)c1=O	0.5	i	i
57	Cc1cccc(NC(=O)Cn2c(O)c(N=NC(=O)c3ccccc3O)c3ccccc32)c1	0.0	i	i
58	COc1ccc(CCNC(=O)COC(=O)c2cnc(C)cn2)cc1OC	-1.2	i	i
59	COc1ccc(C(=O)N2CCN(c3ccccn3)CC2)cc1	1.1	i	i
60	CCCCc1c(O)nc(SCC(=O)Nc2ccc3c(c2)CCC3)[nH]c1=O	3.6	i	i
61	COc1ccc(OC)c(S(=O)(=O)N(C(C)=O)c2ccc3oc(=O)sc3c2)c1	0.8	i	i
62	COc1cc(OC)nc(NC(=O)CSc2nnc(-c3ccccc3)n2C2CCCCC2)n1	-1.2	i	i
63	O=C(CCOc1ccccc1)N1CCN(c2ccc(O)cc2)CC1	2.4	i	i
64	CC(=O)Oc1ccc(/C=N/NC(=O)C2CCCN2S(=O)(=O)c2ccc(Cl)cc2)cc1 (stereo not given)	-1.6	i	i
65	Cc1nc([N+](=O)[O-])c(N2CCN(Cc3ccccc3)CC2)n1Cc1ccccc1	-2.3	i	7.37*
66	O=C(CCc1ccc(S(=O)(=O)N2CCCCC2)cc1)c1nnc(-c2ccccc2)o1	-1.0	i	i
67	COc1ccc(CNC(NC(=O)c2ccccc2)(C(F)(F)F)C(F)(F)F)cc1	2.2	i	i
68	CCOc1cc(C2C3=C(CCCC3=O)NC3=C2C(=O)CCC3)cc(Cl)c1O	-1.0	i	i
69	O=C(CSc1ccc(-c2ccccc2)nn1)c1ccccc1	-0.7	i	i
70	Cn1c(=O)n(C)c2cc(NS(=O)(=O)c3cccs3)ccc21	-0.9	i	i

# Record cards (already shown). Order of screens: STK33 kinase inh, CHT inh, CHT PAM
# Listed for CCc1ccc(C(=O)NNc2ccccc2F)cc1 → -2.3, i, i
# Listed for CCC1=C(c2ccc(C)cc2)S(=O)(=O)N=C1N1CCC(C(=O)NCCCN2CCCCC2C)CC1 (stereo not given) → 0.6, i, i
# Listed for COc1cc(NC(c2ccccc2)c2ccccc2)cc(OC)c1OC → 1.1, i, i
# Listed for C=CCNC(=S)NNC(=O)c1cccn(Cc2ccc(Cl)cc2Cl)c1=O → 0.5, i, i
# Listed for CCCCc1c(O)nc(SCC(=O)Nc2ccc3c(c2)CCC3)[nH]c1=O → 3.6, i, i

# (continued)
entry	SMILES	STK33 kinase inh	CHT inh	CHT PAM
71	COc1ccc(C2C(C(=O)NCC3CCCO3)c3cc(OC)c(OC)cc3C(=O)N2C)cc1OC (stereo not given)	-2.6	i	i
72	O=C1CCC[C@H]2c3[nH]c4ccccc4c3CCN12	-0.4	i	i
73	O=C(NNS(=O)(=O)c1ccccc1)c1ccccc1-n1cccc1	-1.3	i	i
74	CS(=O)(=O)N1CCC(C(=O)N2CCN(Cc3ccccc3)CC2)CC1	1.4	i	i
75	O=C(C1=C[C@H](c2ccc3c(c2)OCO3)C[C@H](OCc2ccc(CO)cc2)O1)N1CCN(Cc2ccc3c(c2)OCO3)CC1	0.0	i	i
76	CC(C(=O)O)c1ccc2c(c1)[nH]c1ccc(Cl)cc12 (stereo not given)	-0.2	i	i
77	COc1ccc(NC(=S)NC23CN4CN(CN(C4)C2)C3)cc1	2.2	i	i
78	Cc1ccc(C)c(N2CCN(C(=O)CCS(=O)(=O)c3cccc4nonc34)CC2)c1	0.0	i	i
79	Cc1cccc(-c2nc(NCCCN(C)C)c3ccccc3n2)c1	0.6	i	i
80	COc1ccc(NC(=O)C2CCCN2S(=O)(=O)c2ccc3c(c2)CCC(=O)N3)c(OC)c1 (stereo not given)	-0.3	i	i
81	C#CCOCCOCCOCCNc1nc(N2CCN(C(=O)CCCCCCCCCCNC(=O)Cn3cc(CCCCCN)nn3)CC2)nc(N2CCN(C(=O)CCCCCCCCCCNC(=O)[C@@H]([C@H](C)O)n3cc(C)nn3)CC2)n1	3.1	i	i
82	CC(=O)Nc1cccc(NC(=O)C2CCCN2C(=O)Nc2cccc(C)c2)c1 (stereo not given)	-0.3	i	i
83	O=C(Nc1ccccc1)N1CCn2c1nc1ccccc12	0.7	i	i
84	COc1ccc(C(=O)CSc2nnc(NC(=O)C3CC(=O)N(c4ccccc4)C3)s2)cc1 (stereo not given)	0.4	i	i
85	COc1ccccc1OCCCOc1ccc(/C=C2\SC(=O)NC2=O)cc1OC	-1.9	i	i
86	COc1cc2c(cc1OC)C(C)N(C(=S)Nc1ccccc1)CC2 (stereo not given)	-1.0	i	i
87	COC(=O)c1ccc(NC(=O)CSc2nc3cccnc3n2C)cc1	-3.8	i	i
88	c1ccc(Nc2ncnc3[nH]ncc23)cc1	6.3	i	i
89	CCc1ccc(NC(=S)Nc2cccc3cnccc23)cc1	0.4	i	i
90	Cc1ccc(SCC(=O)OCC(=O)N(CCC#N)c2ccccc2)cc1C	-0.5	i	i
91	Cc1ccc2c(c1)N(CC(=O)O)C(=O)CO2	-0.9	i	i
92	CC(/C=C/c1ccccc1)=N\Nc1nc2c(c(=O)[nH]c(=O)n2C)n1CCO	-0.2	i	i
93	O=C(NCC1CCCO1)c1cc2ccccc2cc1O (stereo not given)	1.4	i	i
94	O=C(O)c1ccc(OC2CSC2)cc1	-1.5	i	i
95	COc1cc(NC(=O)CSc2nnnn2-c2ccccc2)cc(OC)c1OC	-1.3	i	i
96	COc1cc(/C(C)=N/NC(=O)c2ccc(CSc3nncn3C)cc2)cc(OC)c1OC	-0.8	i	i
97	CCN(CC(=O)NCC1CCCO1)S(=O)(=O)c1ccc2ccccc2c1 (stereo not given)	-2.1	i	i
98	Cc1ccc(/C(O)=C2\C(=O)C(=O)N(c3cc(C)on3)C2c2cccc(Cl)c2)cc1 (stereo not given)	-3.0	i	i
99	CCOC(=O)COc1c(Br)cc(/C=C2\SC(=O)N(CC(=O)N3CCCC3)C2=O)cc1OC	-1.7	i	i
100	N#CC1=C2SCN(Cc3ccco3)CN2C(=O)CC1c1cccc2ccccc12 (stereo not given)	-4.5	i	i

# Limited to CHT PAM and CHT inh, for two of the compounds above:
no.	canonical_smiles	CHT PAM	CHT inh
93	O=C(NCC1CCCO1)c1cc2ccccc2cc1O (stereo not given)	i	i
100	N#CC1=C2SCN(Cc3ccco3)CN2C(=O)CC1c1cccc2ccccc12 (stereo not given)	i	i

# (continued)
entry	SMILES	STK33 kinase inh	CHT inh	CHT PAM
101	COc1ccc(Cl)cc1NC(=S)NCCc1ccc(S(N)(=O)=O)cc1	-1.0	i	i
102	Cc1nn(C(=O)CCC(=O)NCCc2ccccc2)c2ccccc12	·	i	i
103	CC(Nc1cc(C)cc(C)c1)=[N+](C)CCNS(=O)(=O)c1ccc(Cl)cc1	-1.1	i	i
104	Cc1ccccc1-n1c(SCc2c(C)noc2C)nnc1-c1cccnc1	-0.4	i	i
105	COc1ccccc1NC(=O)CCc1nnc2ccc(N3CCCCC3)nn12	-0.5	i	i
106	Cc1ccc(-n2[nH]c(C)c(/C=N/c3cccc(C)n3)c2=O)cc1	0.6	i	i
107	Nc1ncnc2c1ncn2[C@@H]1O[C@H](CO)[C@@H](O)[C@H]1O	3.2	-5.97*	i
108	O=C(Nc1nnc(-c2cccs2)o1)c1ccc(S(=O)(=O)N2CCOCC2)cc1	-1.6	i	i
109	CC(=O)C1C(c2ccc(Cl)cc2)c2c(n[nH]c2C)CC1(C)O (stereo not given)	-0.1	i	i
110	COCCNC(=O)Cn1cnc2c(cnn2-c2ccc(OC)cc2)c1=O	0.4	i	i
